# High-throughput results as filed in PubChem BioAssay.
# Jurkat NFkB inh = lowers PMA/ionomycin-induced NF-kB signal in Jurkat cells | 330,000 tested, 0.53% active | inhibition, % at 4 µM | AID 435003 | PMA/ionomycin-induced NF-kB luciferase reporter, luminescence; in the data active means inhibition above about 50%
# Gli-Sufu block = antagonists of Gli-Sufu signaling; Sufu-KO-LIGHT fibroblasts, Gli luciferase reporter luminescence; inhibition, % at 5 µM; 340,000 tested, 0.74% active;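 active means inhibition above about 55%, limit read from the data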;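 further: 0% = DMSO-treated cells and 100% = wells with medium but no cells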
# CXCR6 block = inhibitors of human CXCR6 receptor; AID 602244; inhibition, % at 20 µM; CHO-K1 PathHunter CXCR6 beta-arrestin, luminescence; 360,000 tested, 0.36% active; in the data active means inhibition above about 34%, passing the limit was not always enough;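 further: antagonist mode with CXCL16 agonist at 10 nM final; 0% = 10 nM CXCL16 with DMSO and 100% = unstimulated wells without agonist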
# Target sequence (O00574 whole entry, looked up): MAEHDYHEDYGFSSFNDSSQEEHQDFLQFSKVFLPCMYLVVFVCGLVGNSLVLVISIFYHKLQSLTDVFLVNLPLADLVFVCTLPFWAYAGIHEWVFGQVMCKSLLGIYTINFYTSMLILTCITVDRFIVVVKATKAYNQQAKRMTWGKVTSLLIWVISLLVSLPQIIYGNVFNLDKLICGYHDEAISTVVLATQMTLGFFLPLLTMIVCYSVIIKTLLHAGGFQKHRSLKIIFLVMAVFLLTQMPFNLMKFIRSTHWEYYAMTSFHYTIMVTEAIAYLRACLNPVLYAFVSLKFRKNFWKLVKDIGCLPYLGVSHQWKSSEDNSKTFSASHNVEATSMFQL
# Mdm2 MdmX PPI = disrupts the human Mdm2-MdmX interaction. O15151+Q00987. SaOS-2 split-luciferase Mdm2/MdmX complementation, luminescence. inhibition, % at 8 µM. 330,000 tested, 3% active. AID 485346;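 active means inhibition of at least 50% at 8 µM in the primary screen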
# EBI2 antag = EBI2 (human) antagonism. inhibition, % at 5 µM. EBI2 beta-arrestin recruitment, luminescence, 7a,25-OHC stimulated. 360,000 tested, 0.81% active. P32249; in the data active means inhibition above about 38%;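 further: enzyme fragment complementation signal reports receptor beta-arrestin coupling in cells; 0% = agonist plus DMSO wells and 100% = wells without agonist; some results beyond the cut were filed as inactive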
# Target sequence (P32249 whole entry, looked up, the tested form may be a part): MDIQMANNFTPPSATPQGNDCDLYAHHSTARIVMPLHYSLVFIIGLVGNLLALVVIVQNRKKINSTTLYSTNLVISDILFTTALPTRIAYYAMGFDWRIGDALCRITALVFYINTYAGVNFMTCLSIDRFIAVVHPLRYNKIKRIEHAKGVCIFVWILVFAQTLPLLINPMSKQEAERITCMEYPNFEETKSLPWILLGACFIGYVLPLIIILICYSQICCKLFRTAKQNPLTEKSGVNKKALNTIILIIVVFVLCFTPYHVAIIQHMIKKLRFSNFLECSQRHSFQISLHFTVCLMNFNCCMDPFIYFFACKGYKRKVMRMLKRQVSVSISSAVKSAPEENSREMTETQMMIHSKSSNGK
# XBP1 UPR activ = activators of adaptive arm of unfolded protein response (XBP1). CHO-XBP1 luciferase reporter, IRE1-XBP1 UPR activation, luminescence; percent of tunicamycin response, DMSO as zero. activation, % at 20 µM. 330,000 tested, 0.33% active. AID 463104;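 active means versus positive control, 20 µM dose yields 30% or more activation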;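 further: 100% = tunicamycin at 10 µg/mL and 0% = DMSO only wells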
#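 Signal: luciferase luminescence; Assay system: CHO-XBP1 luciferase reporter cells; Amount: one thousand reporter cells per well; Dosing: 20 µM single concentration, DMSO 1%; Benchmarks: high control tunicamycin 10 µg/mL final, low control DMSO vehicle only; Schedule: 6 h compound exposure at 37 °C, 5% CO2; Evaluation: percent activation relative to tunicamycin reference.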
# 697 NFkB inh = inhibitors of the PMA/ionomycin-induced NF-kB reporter in 697 B cells; 697 B-cell NF-kB luciferase reporter, 16 h; inhibition, % at 4 µM; 330,000 tested, 0.33% active; in the data active means inhibition above about 35%
# CCR6 antag = blocks CCL20-driven beta-arrestin recruitment at human CCR6; CHO-K1 CCR6 PathHunter beta-arrestin, luminescence, CCL20-stimulated; P51684; 340,000 tested, 0.49% active; inhibition, % at 20 µM;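 active means compounds whose inhibition of the agonist-driven luminescence signal at 20 µM reaches about 50%, limit read from the data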;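 further: cells stimulated with CCL20 at 14 nM final; plate controls were DMSO with CCL20 for no effect and DMSO without agonist for full effect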
# UPR CHOP act = activators of apoptotic arm of unfolded protein response (CHOP); AID 449763; 330,000 tested, 0.34% active; CHO-CHOP luciferase reporter, UPR activation, luminescence; percent of tunicamycin response over DMSO baseline; activation, % at 10 µM;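 active means at 10 µM dose, activation of 40% or more, normalized to positive control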;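 further: 100% = tunicamycin at 10 µg/mL and 0% = DMSO alone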
#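 System: CHO-CHOP luciferase reporter cell line | Buffer or medium: F12 medium containing 10% fetal bovine serum | Doses: One dose, 10 µM in 0.5% DMSO | Times: 6 h compound exposure at 37 °C after overnight seeding | Signal: Luciferase luminescence | Read-out: % activation vs tunicamycin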
# Starred values were filed as active, the others as inactive; · = not tested or not shown.
SMILES,Jurkat NFkB inh,Gli-Sufu block,CXCR6 block,Mdm2 MdmX PPI,EBI2 antag,XBP1 UPR activ,697 NFkB inh,CCR6 antag,UPR CHOP act
COc1ccc(CCN(Cc2ccccn2)C(=S)Nc2ccccc2F)cc1OC,5,29,5,-5,4,1,25,8,-0.3
COc1ccc(Nc2c3c(nc4ccc(C)cc24)CCC3)cc1,13,27,-4,9,-16,-8,-18,7,4.2
N/C(=N\c1nc2c(c(=O)[nH]1)CCCC2)Nc1ccccc1,-9,2,0,-20,-7,0,4,4,-0.6
COc1ccc(-n2c(C)nnc2SCC(=O)NC2CC2)cc1,-6,0,8,11,-4,1,3,7,0.5
O=C(COc1ccccc1Cl)Nc1ccc2c(c1)C(=O)NC2=O,7,-13,-2,2,10,5,-14,6,3.1
CCOC(=O)C1=C(CC)Nc2ccccc2N=C1N,-10,7,6,2,-8,0,6,-10,-1.8
CNS(=O)(=O)c1cc(Br)ccc1S(=O)c1ccccc1C(=O)O (stereo unspecified),-4,3,-10,10,-18,-3,-4,1,1.0
Cc1cccc(C)c1NC(=O)C(c1ccc([N+](=O)[O-])cc1)N(C)C(=O)c1ccccn1 (stereo unspecified),9,-2,-6,-8,2,1,8,1,-0.3
Cc1ccc(NC(=O)c2cccc(N3C(=O)C4C5CCC(C5)C4C3=O)c2)c(C)c1 (stereo unspecified),15,-5,-12,-11,-6,1,-16,-8,4.4
COC(=O)CCC(=O)OC1(C)C(=O)C=C2C=C(C3CC3)N(CCc3ccccn3)C=C2C1=O (stereo unspecified),-7,-19,-28,13,-10,3,4,-10,-1.3
COc1cc2c(c(OC)c1OC)-c1ccc(NC(=O)c3ccccc3)c(=O)cc1[C@@H](NC(C)=O)CC2,50,-20,10,57*,9,5,9,-10,0.1
COc1cccc(-c2nnc(NC(=O)Cc3cccs3)s2)c1,9,-23,3,-15,1,2,16,-4,1.2
CC(C)(C)n1nc2c(c1NC(=O)c1ccco1)CS(=O)C2 (stereo unspecified),7,-12,1,-1,-8,-1,-17,1,0.5
COc1cccc(NC(C)C(=O)Nc2cc([N+](=O)[O-])ccc2Cl)c1 (stereo unspecified),6,4,10,9,-5,-2,9,-3,0.9
CS(=O)(=O)c1cnc2c(-c3ccc(F)cc3)cnn2c1N,-136,-121,-4,-136,-4,6,-179,0,8.0
Cc1ccc(C(C)C)c(OCc2n[nH]c(=S)o2)c1,-5,2,9,-1,6,-1,-19,-3,1.3
COc1ccc(CCN2C(=O)c3cccnc3C2=O)cc1OC,3,-6,-5,2,10,-1,5,-5,-0.3
Cc1c(Cl)cccc1NC(=O)CCCN1C(=O)c2cccnc2C1=O,4,6,7,8,-6,-2,8,7,1.4
CN1CCN(NC(=O)c2ccc(F)cc2)CC1,3,24,-11,18,-2,-2,-7,-7,1.4
Cc1ccc2nc(SCC(=O)Nc3ccc(F)cc3)nc(=O)n2c1,4,-5,0,18,-5,-4,9,8,-0.2
Cc1ccc(S(=O)(=O)n2nc(-c3ccco3)nc2SCc2ccccc2)cc1,-7,-14,4,-6,-5,1,-3,3,2.5
O=C(CN(C(=O)c1ccc(Cl)cc1)C1CCCCC1)Nc1ccc(Cl)c([N+](=O)[O-])c1,8,31,7,65*,9,4,5,24,9.2
CCOC(=O)c1cc(C#N)c(N2CCN(C(=O)c3ccccc3)CC2)nc1C(F)(F)F,-4,8,-3,27,-12,-1,3,18,0.4
CCCCCOc1ccc(/C=C/c2c([N+](=O)[O-])c(=O)n(C)c(=O)n2C)cc1,-10,-9,-2,43,16,-3,34,2,2.1

# One compound at a time (already shown). Screens in order: Jurkat NFkB inh	Gli-Sufu block	CXCR6 block	Mdm2 MdmX PPI	EBI2 antag	XBP1 UPR activ	697 NFkB inh	CCR6 antag	UPR CHOP act
# Entry for `CC(C)(C)n1nc2c(c1NC(=O)c1ccco1)CS(=O)C2` (stereo unspecified) : 7	-12	1	-1	-8	-1	-17	1	0.5
# Entry for `Cc1ccc(S(=O)(=O)n2nc(-c3ccco3)nc2SCc2ccccc2)cc1` : -7	-14	4	-6	-5	1	-3	3	2.5

# More compounds:
SMILES,Jurkat NFkB inh,Gli-Sufu block,CXCR6 block,Mdm2 MdmX PPI,EBI2 antag,XBP1 UPR activ,697 NFkB inh,CCR6 antag,UPR CHOP act
Cc1cc(NC(=O)CSc2nc3ccccc3c(=O)n2-c2ccccc2)no1,0,19,2,4,1,0,9,0,-2.4
Cc1sc2nc(-c3cccs3)oc(=O)c2c1C,-2,2,-17,-4,6,4,-3,10,5.6
O=C(Nc1nc2ccccc2[nH]1)c1ccc(Cl)c(S(=O)(=O)N2CCCC2)c1,-52,-73,3,0,-10,-1,-57,-14,1.6
CN(CCOc1ccc(Cl)cc1)CC(O)c1ccccc1 (stereo unspecified),-4,-8,6,-3,3,-1,21,11,-0.7
COc1ccc(C2(c3ccc(OC)cc3)NC(=O)N(CC(=O)N(C)C)C2=O)cc1,-15,26,-3,13,-3,-4,8,10,-1.8
CC(C)c1nc(N2CCOCC2)c(C#N)c2c1CCC2,5,7,-4,9,-6,-2,-25,10,-0.4
COc1ccc(/C=N/Nc2cc(C)nc3ccc(Br)cc23)cc1,31,20,-4,98*,-14,32*,-7,1,20
CCOC(=O)c1sc(-c2ccccc2)cc1NC(=O)Nc1ccccc1,·,24,-1,·,28,·,·,1,·
COc1cccc(CN2CCN(c3nc4nonc4nc3N3CCCCC3)CC2=O)c1,-6,7,7,-10,-3,-2,6,12,0.6
C/C(=N\NS(=O)(=O)c1ccc(C(C)(C)C)cc1)c1ccccc1,4,5,5,0,-7,2,-8,11,1.5
COc1ccccc1Oc1nc2ccccn2c(=O)c1/C=C(\C#N)C(=O)Nc1c(C)n(C)n(-c2ccccc2)c1=O,1,-1,2,-10,-4,-1,-10,-5,-1.0
CCNC(=O)CCSc1nc2cc(Cl)ccc2o1,23,1,-4,2,0,-1,-3,19,-3.2
Cc1ccc(NC(=O)c2ccc(=O)[nH]n2)cc1S(=O)(=O)Nc1ccc(SC(F)F)cc1,20,8,3,5,-6,0,-10,6,0.4
CC1(C(=O)NNC(=S)NCC2CCCO2)CC1(Cl)Cl (stereo unspecified),6,5,-3,10,-11,-2,-16,-8,-2.0
C=CCNc1ncnc2c1[nH]c1ccc(Cl)cc12,-11,-12,-13,-16,4,7,-44,3,4.4
COc1ccc(S(=O)(=O)NC(C)C)cc1C(=O)NC1CCCCC1,6,2,-3,6,-3,-3,6,-16,-0.3
Cc1cc(S(=O)(=O)NCc2ccc(S(N)(=O)=O)cc2)c(C)s1,-7,-1,-1,16,3,0,8,-2,-0.3
COc1ccc(CCN2C(=O)NC(NS(=O)(=O)c3ccc(NC(C)=O)cc3)(C(F)(F)F)C2=O)cc1OC (stereo unspecified),6,5,3,4,0,-3,2,-3,-0.5
CC(C)c1ccc(NC(=O)COc2nncc3ccccc23)cc1,-15,-12,-12,3,-11,2,-7,1,-0.3
Cc1ccnc(SCc2cc(=O)c(OC(=O)c3ccco3)co2)n1,7,1,-1,-8,1,1,2,6,2.1
COc1ccccc1NS(=O)(=O)c1ccc(C(=O)N2CCCC(C(F)(F)F)C2)cc1 (stereo unspecified),-2,2,-2,-4,-3,-1,-3,7,-1.6
O=S(=O)(NCCc1ccc(F)cc1)c1cc(C(F)(F)F)ccc1Br,·,6,-6,·,-5,·,·,-13,·
Cc1c(Br)c([N+](=O)[O-])nn1CC(=O)Nc1ccc(Cc2ccncc2)cc1,-15,11,-12,-3,6,2,-35,19,1.6
COC(=O)N/N=C(\C)c1ccco1,-2,2,3,-16,-7,-4,19,5,-0.5
C=CCNC(=O)COC(=O)c1cc(S(=O)(=O)N2CCOCC2)ccc1N1CCCCC1,2,5,-1,24,-4,-1,16,23,-0.6
FC(F)(F)c1cccc(N2CCN(C3CC4CCC3C4)CC2)c1 (stereo unspecified),2,0,-7,12,-6,-4,-10,18,-0.7
N#CCCNC(=O)CCN1CCOCC1,13,-1,-7,23,11,-1,-4,-6,0.3
CC(C)C[C@H](NC(=O)c1nc[nH]c1C(=O)N1CCN(c2ccccc2)CC1)C(=O)OC(C)(C)C,3,16,-1,7,-4,-2,12,5,2.4
CN(Cc1nccn1C)C(=O)CC1C(=O)NCCN1Cc1ccc(F)cc1Cl (stereo unspecified),5,-7,-2,5,-6,-6,12,1,1.2
O=C(NCc1ccc2c(c1)OCO2)C1CCCN1S(=O)(=O)c1ccc(Cl)cc1 (stereo unspecified),-8,-13,1,11,11,0,4,-15,-0.9
O=C(Nc1ccc(S(=O)(=O)N2CCCCCC2)cc1)c1ccco1,-5,-35,-9,9,3,4,-53,5,4.4
O=C(/C(=C/O)N=Nc1ccccc1)c1ccc(Cl)cc1,-17,-6,-3,35,15,5,2,-18,3.5
Cc1ccc2nc(C)cc(C(=O)N/N=C/c3ccncc3)c2c1,-1,2,-6,15,-3,-2,6,-1,-1.0
Cc1nn(CC2CC2)c(=O)n1-c1ccc(C(C)C)cc1,-16,1,-6,16,3,-2,-19,9,0.3
C/C(=N\NC(=O)c1csc(C)c1C)c1ccc(Cl)s1,-71,-47,-3,-82,15,2,-95,3,5.5
O=c1[nH]c2sc3c(c2c(=O)n1Cc1ccccc1)CCC3,-7,6,-15,7,-10,-6,11,-20,-2.9

# Part of the list above, showing only 697 NFkB inh.
structure	697 NFkB inh
Cc1ccc2nc(C)cc(C(=O)N/N=C/c3ccncc3)c2c1	6
O=C(/C(=C/O)N=Nc1ccccc1)c1ccc(Cl)cc1	2
O=C(Nc1ccc(S(=O)(=O)N2CCCCCC2)cc1)c1ccco1	-53
FC(F)(F)c1cccc(N2CCN(C3CC4CCC3C4)CC2)c1 (stereo unspecified)	-10
C=CCNC(=O)COC(=O)c1cc(S(=O)(=O)N2CCOCC2)ccc1N1CCCCC1	16

# Next section.
SMILES,Jurkat NFkB inh,Gli-Sufu block,CXCR6 block,Mdm2 MdmX PPI,EBI2 antag,XBP1 UPR activ,697 NFkB inh,CCR6 antag,UPR CHOP act
Cc1ccccc1-c1cc(C(=O)N/N=C/c2cccnc2)c2ccccc2n1,8,13,4,9,2,-1,12,10,0.3
O=C(Nc1ccc(S(=O)(=O)N2CCCCC2)cc1)c1ccc(Cl)nc1,20,4,-7,13,6,0,-3,7,1.3
O=S(=O)(NC1CCCCC1N1CCCCC1)c1ccc(Cl)cc1 (stereo unspecified),13,14,-4,13,0,-3,-4,7,-0.6
Cc1ccc2c(c1)=C(c1ccccc1)N(O)CC(=O)N=2,-16,9,7,-7,-1,4,0,8,-1.0
CSc1ccc(Cl)c(C(=O)NCCOc2ccccc2)c1,0,-11,2,0,-1,3,1,0,-2.5
CCCCNC(=S)NNC(=O)c1ccc(Br)o1,-10,-11,-4,16,-4,0,-46,13,0.1
Cc1cc2oc(=O)cc(CN3CCN(Cc4ccc5c(c4)OCO5)CC3)c2cc1C,2,-1,-4,19,3,-3,29,-2,-0.1
Cc1cc(S(=O)(=O)N2CCCC2)ccc1OCC(=O)NCc1ccco1,10,5,1,24,-4,-4,9,9,-1.4
